# Bioassay records: PubChem, several laboratories
# Rad51 HR inh = blocks human Rad51 in homologous recombination; inhibition, % at 10 µM; hRad51 DNA strand exchange, fluorescence dequenching; hit rate 0.085% among 200,000;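 active means inhibition above 40% at the single screening dose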;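 further: 0% = DMSO control wells and 100% = blanks with heterologous ssDNA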
# Target sequence (Q06609 whole entry, looked up): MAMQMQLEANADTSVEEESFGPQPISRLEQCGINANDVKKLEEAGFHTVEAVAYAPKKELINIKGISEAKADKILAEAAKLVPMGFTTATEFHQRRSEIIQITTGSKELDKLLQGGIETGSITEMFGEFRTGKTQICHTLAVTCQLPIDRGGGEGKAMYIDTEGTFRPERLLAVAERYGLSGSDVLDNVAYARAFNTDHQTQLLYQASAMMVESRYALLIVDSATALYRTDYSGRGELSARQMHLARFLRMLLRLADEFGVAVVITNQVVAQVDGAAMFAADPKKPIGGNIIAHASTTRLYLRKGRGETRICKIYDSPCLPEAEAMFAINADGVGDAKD
#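 Test system: preformed human Rad51 ssDNA filaments. Compound dosing: single dose, 10 µM final compound. Incubation: filaments 15 min 37 °C, then compound 30 min. Technique: FRET fluorescence dequenching, excitation 485 nm, emission 520 nm. Read-out basis: percent inhibition from fluorescence, normalised to plate control and blank means. Benchmarks: plate controls and plate blanks.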
# Hck Nef HTS = blocks Nef-activated human Hck kinase; hit rate 0.68% among 220,000; Recombinant Hck-YEEI plus Nef, Z-Lyte FRET kinase assay; P08631; AID 463187; inhibition, % at 20 µM;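 active means Hck-Nef kinase inhibition above about 50%, limit read from the data; inactive means inhibition below that limit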;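 further: 0% = DMSO with Hck plus Nef and 100% = Hck alone without Nef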
# Target sequence (P08631 whole entry, looked up): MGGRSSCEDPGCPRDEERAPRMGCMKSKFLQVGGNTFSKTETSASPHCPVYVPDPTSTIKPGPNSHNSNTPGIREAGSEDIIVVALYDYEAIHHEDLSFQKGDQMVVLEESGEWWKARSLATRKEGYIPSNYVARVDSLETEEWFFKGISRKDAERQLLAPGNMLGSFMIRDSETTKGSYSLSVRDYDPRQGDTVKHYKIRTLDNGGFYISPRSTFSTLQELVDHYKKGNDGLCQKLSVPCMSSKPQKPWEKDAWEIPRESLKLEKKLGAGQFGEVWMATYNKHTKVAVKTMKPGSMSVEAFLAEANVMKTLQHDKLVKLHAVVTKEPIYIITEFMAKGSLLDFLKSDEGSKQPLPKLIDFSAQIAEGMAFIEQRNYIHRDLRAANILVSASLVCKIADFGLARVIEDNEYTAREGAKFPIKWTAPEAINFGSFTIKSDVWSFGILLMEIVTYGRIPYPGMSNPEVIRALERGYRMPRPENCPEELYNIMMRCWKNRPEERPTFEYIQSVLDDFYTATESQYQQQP
# eIF4E 4G PPI = blocks eIF4E binding to eIF4G. TR-FRET eIF4E-eIF4GI(517-606) binding, 2 h. inhibition, % at 21.7 µM. hit rate 0.37% among 220,000;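 active means inhibition above about 30%, limit read from the data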;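 further: 0% = full FRET control wells and 100% = background wells lacking eIF4GI fragment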
# zVAD death inh = blocks zVAD induced death of L929 cells; L929 zVAD necroptosis rescue, ATP luminescence, 24 h; with zVAD 60 µM; viability rescue, % at 10 µM; hit rate 0.38% among 220,000; AID 1377;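 active means activation, scaled between plate controls, above about 75%, limit read from the data; inactive means activation under that limit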;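 further: 0% = zVAD with DMSO and 100% = DMSO alone without zVAD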
# EP2 modulator = modulators of human EP2 prostaglandin E2 receptor | P43116 | EP2-expressing cells, cAMP HTRF FRET, PGE2 co-stimulation | induction, % at 25 µM | hit rate 0.83% among 260,000;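 active means compounds whose cAMP rise, as percent of the full-agonist control response, exceeds 60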;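 further: rat C6 glioma line stably carrying human EP2 under a CMV promoter; the protocol text gives 20 µM as final concentration; 100% = response of wells given 1 µM PGE2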
# 14-3-3 Bad PPI = disrupts binding of bovine 14-3-3 zeta to phospho-Bad peptide. TR-FRET 14-3-3zeta/Dy647-pBad peptide displacement, 1 h. hit rate 0.71% among 220,000. AID 781. P63103. inhibition, % at 21.7 µM;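 active means inhibition above about 70%, limit read from the data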;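 further: 0% = full 14-3-3 plus peptide FRET controls and 100% = background without 14-3-3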
# Tb hexokinase = blocks Trypanosoma brucei hexokinase 1 activity; recombinant TbHK1, G6PDH-coupled NADH A340; inhibition, % at 10 µM; hit rate 0.11% among 220,000; AID 1430;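 active means inhibition of 50% or more in the single-dose primary screen; inactive means inhibition below 50%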
# m-calpain inh = inhibitors of pig calpain II. purified calpain II, fluorogenic peptide substrate, 30 min. inhibition, % at 16 µM. hit rate 0.37% among 220,000. AID 1236;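 active means inhibition above about 50%, limit read from the data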
# EP2 antag = EP2 receptor (human) inhibition | C6 glioma cells expressing human EP2, cAMP TR-FRET; cells stimulated with saturating PGE2 | hit rate 0.52% among 260,000 | inhibition, % at 25 µM;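 active means percent inhibition above 40 after rounding to a whole number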;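 further: rat C6 glioma host cells with rolipram phosphodiesterase inhibitor present; the protocol text gives 20 µM as final concentration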
# * = called active by the depositor; i = inactive; . = not tested or not shown; [ ] = dose if it differs, or a comment. A portion of the library, so the mix of outcomes need not match the whole.
SMILES,Rad51 HR inh,Hck Nef HTS,eIF4E 4G PPI,zVAD death inh,EP2 modulator,14-3-3 Bad PPI,Tb hexokinase,m-calpain inh,EP2 antag
COc1ccc(NC(=O)N(Cc2cc3cc(OC)ccc3[nH]c2=O)CC2CCCO2)cc1 (stereo not given),-2,0,9,-0.1,-15,-1,-55,-119,13
Clc1ccc2oc(-c3cccnc3)nc2c1,-5,2,-3,0.4,-7,0,-3,-8,5
O=C(CN1CCN(C(=O)c2ccco2)CC1)Nc1ccc(Cl)c(C(F)(F)F)c1,-45,-11,-20,2.2,-30,7,1,-4,18
CCOP(=O)(c1ccc(N(C)C)cc1)C(O)c1ccc(Cl)cc1 (stereo not given),1,3,3[fluorescence artefact?],0.5,21,1,-3,-13,7
CCCc1cc(=O)[nH]c(SCC(=O)NN(c2ccccc2)c2ccccc2)n1,3,-7,4,0.4,13,-2,-3,7,10
COC(=O)c1ccc(C(=O)OC)c(NC(=O)COC(=O)C2CCCCC2)c1,0,-2,-1,0.1,32,16,-1,31,10
O=C1N=C(N2CCOCC2)S/C1=C/c1cc2c(cc1[N+](=O)[O-])OCO2,27,17,-1,46,-4,8,-38,-12,7
O=C(O)c1ccc(-c2nc(-c3cccc(C(F)(F)F)c3)cs2)cc1,2,-9,-4,54,70*,7,-5,29,7
Cn1c(Cn2c(=O)sc3ccccc32)nnc1SCC(=O)NCC1CCCO1 (stereo not given),4,-2,-3[fluorescence artefact?],2.2,3,13,-5,-9,9
CCCCNC(=O)Nc1ccccc1C(=O)Nc1ccc(OC)cc1,0,-12,5,-1.0,-18,1,27,-3,13
O=C(CN1C(=O)c2cccc3cccc1c23)N1CCN(c2cccc(Cl)c2)CC1,3,-1,-18[fluorescence artefact?],0.6,32,-12[fluorescence artefact?],-10,-422,12
Cc1oc(C)c2c(=O)ccc3c(c12)OC(N)=C(C#N)C3c1ccccc1 (stereo not given),-7,-1,2[fluorescence artefact?],0.5,35,-5,4,-96,5
O=C(NC1CCCCCC1)c1ccc(OCC2CCCO2)cc1 (stereo not given),11,-1,-2,8.7,-3,-6,0,6,4
O=C(c1ccc([N+](=O)[O-])cc1)N1CCN(Cc2ccccc2)CC1,.,2,1,0.0,-11,-15,25,-3,8
CCOC(=O)C1CCN(Cc2ccc(OC)cc2OC)CC1,5,2,-1,0.3,4,23[fluorescence artefact?],-2,10,13
CCN1CCc2c(OCC(=O)N3CCCc4ccccc43)cccc2C1=O,5,23,-1,0.2,-49,-17,-2,-23,0
Cc1ccc(C)c(NS(=O)(=O)c2cc(C(=O)NCCC3=CCCCC3)ccc2C)c1,5,0,-16,0.0,-12,-3,0,23,2
CCOc1ccccc1C(=O)NCC(=O)OCC(=O)NCCc1ccc(S(N)(=O)=O)cc1,-7,-8,4,0.0,9,-5[fluorescence artefact?],4,24,5
CC(C)c1ccc(/C=C/C(=O)Nc2nncs2)cc1,22,-12,5,-0.8,33,5,-11,22,8
O=[N+]([O-])c1ccc(N2CCN(S(=O)(=O)c3ccccc3[N+](=O)[O-])CC2)cc1N1CCc2ccccc2C1,-4,2,4,-0.8,11,-9,3,-23,8
Cc1ccc(-n2c(O)c(C=NC3CCS(=O)(=O)C3)c3ccccc3c2=O)cc1C (stereo not given),7,0,-3,-0.2,10,-7,-23,-54,-3
Cc1cc(C)nc(N2CCCC(C(=O)Nc3nnc(C)s3)C2)n1 (stereo not given),-2,2,7,0.2,10,-13,-1,-61,5
CCOC(=O)c1c(C)[nH]c(C(=O)OCC(=O)Nc2ccc(OCC)cc2)c1C,-9,10,-1,0.6,5,10,10,0,5
CCOC(=O)c1ccc(S(=O)(=O)NCCN2CCOCC2)cc1,-6,-28,0,-0.2,-5,-5,11,9,0
O=C(NCc1nc2ccccc2[nH]1)C1=C[C@@H](c2ccccc2)C[C@@H](OCc2ccc(CO)cc2)O1,1,6,1,0.6,-28,0,3,13,9
CC(C)OCCCNC(=O)c1ccc(Br)cc1,1,2,6[fluorescence artefact?],0.3,0,-2[fluorescence artefact?],-2,-1,5
Cc1ccc(-c2nnc(SCC(=O)NNC(=O)COc3ccccc3C)n2C)cc1,4,4,-3[fluorescence artefact?],0.1,28,-23,37,-14,7
OC[C@@H](O)C1OC2NC(=S)OC2C1O (stereo not given in full),-3,11,16,-2.2,15,-4,7,18,4
CCN1CCc2c(sc(NC(=O)Nc3ccc(Cl)c(Cl)c3)c2C(N)=O)C1,i,1,-9,66,2,-12[fluorescence artefact?],2,-200,6
CCOC(=O)c1sc(=NC(=O)c2ccc(C)cc2)n(C)c1C,-6,20,-6,2.6,0,-6,-18,-83,9

# Look-ups from the entries so far.
# In EP2 antag, O=[N+]([O-])c1ccc(N2CCN(S(=O)(=O)c3ccccc3[N+](=O)[O-])CC2)cc1N1CCc2ccccc2C1 is entered as 8
# In EP2 modulator, OC[C@@H](O)C1OC2NC(=S)OC2C1O (stereo not given in full) is entered as 15

# By substructure: those above with an NH in an aromatic ring (four)
SMILES,Rad51 HR inh,Hck Nef HTS,eIF4E 4G PPI,zVAD death inh,EP2 modulator,14-3-3 Bad PPI,Tb hexokinase,m-calpain inh,EP2 antag
COc1ccc(NC(=O)N(Cc2cc3cc(OC)ccc3[nH]c2=O)CC2CCCO2)cc1 (stereo not given),-2,0,9,-0.1,-15,-1,-55,-119,13
CCCc1cc(=O)[nH]c(SCC(=O)NN(c2ccccc2)c2ccccc2)n1,3,-7,4,0.4,13,-2,-3,7,10
CCOC(=O)c1c(C)[nH]c(C(=O)OCC(=O)Nc2ccc(OCC)cc2)c1C,-9,10,-1,0.6,5,10,10,0,5
O=C(NCc1nc2ccccc2[nH]1)C1=C[C@@H](c2ccccc2)C[C@@H](OCc2ccc(CO)cc2)O1,1,6,1,0.6,-28,0,3,13,9

# More compounds follow.
SMILES,Rad51 HR inh,Hck Nef HTS,eIF4E 4G PPI,zVAD death inh,EP2 modulator,14-3-3 Bad PPI,Tb hexokinase,m-calpain inh,EP2 antag
COc1ccc(NCc2ccc(OC)c(OC)c2)cc1,-4,-1,0,0.9,16,-12,-5,23,10
Cn1cc(Br)c(C(=O)Nc2ncc(Br)s2)n1,-14,23,8,1.9,-24,21,-5,-24,6
CNC(=O)CSCCn1c(SCC(=O)NC)nc2ccccc2c1=O,3,-1,-2[fluorescence artefact?],0.0,-7,9,-2,18,9
COc1ccc(N2CCN(C(=O)CSc3nnc4c(C)cc5ccc(C)c(C)c5n34)CC2)cc1,-6,4,-15,-0.3,3,-4,-7,7,9
CS(=O)(=O)N(CC(=O)Nc1ccccc1C(=O)N1CCCC1)c1cccc([N+](=O)[O-])c1,10,-4,0,0.6,23,-2,-4,-15,4
CC(=O)Nc1ccc(S(=O)(=O)N2CCC(=O)Nc3ccccc32)cc1,.,7,4,-0.3,1,0,-7,1,6
Cc1cccc(N2CCN(C(=O)c3ccc(Cl)c(S(=O)(=O)N4CCc5ccccc5C4)c3)CC2)c1C,0,-1,6[fluorescence artefact?],1.8,15,-11,30,-14,7
COc1ccc(NC(=O)N2CCC(CO)(CC3CCCCO3)CC2)c(OC)c1 (stereo not given),-17,8,-4,-0.4,1,-2,-4,25,6
CCCC1=NN(c2ccc([N+](=O)[O-])cc2)C(=O)/C1=C/N(C)C,2,6,2,-0.1,-2,1,-43,15,9
CC(c1ccccc1)C1CC(=O)N(Cc2ccco2)C1=O (stereo not given),-3,-1,-14,-0.2,16,-1,-2,-143,2
C=C(C)COc1ccc(-c2n[nH]c(C)c2Oc2ccccc2OC)c(O)c1,-8,1,0,0.6,-35,5,8,12,12
Cc1nn(C)c(C(=O)Sc2cccc(Cl)c2)c1[N+](=O)[O-],2,19,-1,0.1,28,-2,-16,-21,4
O=C1Cc2cccc3cccc1c23,-2,2,2,0.6,7,-2,0,-167,3
Cc1cc(-n2c(C)cc(C(=O)CSc3ccc4c(c3)OCCO4)c2C)no1,-7,0,3,-0.1,-51,-1,5,13,14
CCN(CC)S(=O)(=O)c1ccc(N2CCOCC2)c(NCC(=O)Nc2ccc(F)cc2)c1,10,20,5,0.8,-36,-17,-1,4,4
Cc1cc2ncn(CCC(=O)NC3CCCC3)c2cc1C,7,-7,-3,2.4,1,-6,-5,4,6
S=C(NCc1ccccn1)Nc1cccc(Cl)c1,-1,0,5,-0.1,9,0,-1,-32,18
Cc1c(C(=O)Nc2ccc(C(=O)O)cc2)cnn1C,1,1,1,0.0,29,5,5,-3,7
Cc1nnc(SCC(=O)N2CCN(Cc3ccccc3)CC2)s1,-2,-1,-1,0.1,18,-10,-3,-8,7
COC(=O)C1C(=O)C2=C(CC1C)NC(C)=C(C(=O)OC(C)C)C2c1ccc(C)o1 (stereo not given),0,4,4,0.3,40,7,-13,-16,8
CC(=O)Nc1c(C(=O)c2ccc(F)cc2)oc2ccccc12,-9,7,-1,0.9,22,-7,-9,1,6
COc1ccc(CCNc2nc(=S)[nH]c3cc(OC)c(OC)cc23)cc1OC,-2,29,-6,82*,-37,-14,-12,-82,3
CCOC(=O)C(O)(C1C(=O)CC(C)(C)CC1=O)C(F)(F)F (stereo not given),3,0,-12[fluorescence artefact?],2.0,11,44[fluorescence artefact?],-7,-12,14
CCOC(=O)c1ccc(CNC(=O)CSc2nnc(-c3ccncc3)o2)cc1,16,-2,2,.,22,1,6,24,9
Cc1ccccc1-c1nnn(CC(=O)NCc2ccc3c(c2)OCO3)n1,7,2,-13,0.2,1,1,0,-33,6
CCCc1cc(C(=O)Nc2c(C)n(C)n(-c3ccccc3)c2=O)no1,-13,1,2,-1.0,17,4,3,-7,10
O=C(Nc1ccccc1)N(Cc1cccnc1)Cc1ccco1,5,12,-6[fluorescence artefact?],0.1,10,-3,1,-42,9
COc1ccc(N(C)C(=O)c2ccc3c(c2)nnn3C)cc1,4,18,2,2.2,23,-4,-8,-20,12
Cc1ccccc1-n1c(=O)n(CCc2ccccc2)c(=O)c2[nH]cnc21,11,-2,-2,0.6,-15,5,-6,12,4
O=C(CCCc1nc2ccccc2s1)NC1CCOC1=O (stereo not given),8,19,-3,4.5,18,-24,3,-28,2
O=S1(=O)CC(O)C(Nc2ccccc2Cl)C1 (stereo not given),3,0,-12[fluorescence artefact?],0.7,-9,58[fluorescence artefact?],2,24,5
CC(C)Cc1cc(C(=O)N2CCC(N3CCC(C(=O)N4CCOCC4)CC3)CC2)n[nH]1,20,25,-3,-0.2,3,-11,8,15,1
Cc1ccc(N2C(=O)C3C4C=CC(C4)C3C2=O)cc1 (stereo not given),4,2,-2,-0.1,8,0,6,13,13
Nc1nc(SCC(=O)NCc2ccccc2)[nH]c(=O)c1NC(=O)c1ccccc1F,8,4,5,0.1,-6,-12,-4,-9,8
Cc1cccc(OCc2n(CC(=O)OC3CC(C)CCC3C(C)C)c3ccccc3[n+]2C)c1 (stereo not given),14,5,4,24,14,-15,24,-23,10
Cc1cccc(C)c1NC(=S)NCc1ccccc1,9,1,-2,0.2,-20,-16,-2,-8,5
COc1ccc(-c2nc(CN3CCC(c4ccccc4)CC3)c(C)o2)cc1OC,-5,18,0,-2.5,-36,-16,1,-46,11
Cc1ccc(NC(=O)CN(C)S(=O)(=O)c2cnc[nH]2)cc1C,-9,1,-1[fluorescence artefact?],1.7,31,7,-5,-5,13
Cc1ccc2nc(NCC(=O)NN)nc(-c3ccccc3)c2c1,.,18,2,0.6,-17,-3,-3,-320,12
COc1cc2[nH]c3c(=O)n(CCN4CCCCC4)cnc3c2cc1OC,14,1,2,0.5,13,-13,-20,-195,18
O=[N+]([O-])c1ccccc1Nc1ccc(O)cc1,14,18,-2,0.5,8,-4,-2,-1,6
O=C(NC(=S)Nc1ccccc1C(=O)O)c1ccc2ccccc2c1,21,1,5,0.7,-14,-2,-6,15,11
